Compound activity as filed in PubChem.
RECQ1 helicase: qHTS Assay for Inhibitors of RecQ-Like Dna Helicase 1 (RECQ1); ATP-dependent DNA helicase Q1 (Homo sapiens), P46063; RECQ1 DNA unwinding, red fluorescence kinetic read; Potency, µM (top dose mostly 57.3 µM), inactives show top-dose activity, negative = inhibition, most hits filed as inhibitors; 0.54% of 240,000 active; AID 2549, 2010;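 also: plate controls were vehicle for no effect and no enzyme for full effect; nearly all actives have a fitted effect of over 30% in size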
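RECQ1T1 50 nM; forked duplex (20 bp + 30-nt ss tails) 200 nM, ATP 2 mM final; pH 8.0, 2 mM MgCl2, 2.5 ug/ml poly(dI-dC); 15 min compound preincubation; discontinuous kinetic read over 2 h at RT.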
NPSR antagonist: qHTS Assay for Antagonists of the Neuropeptide S Receptor: cAMP Signal Transduction; CHO-NPSR cells, cAMP TR-FRET, antagonist mode; Potency, µM (doses to about 38.3 µM), inactives show at the highest dose activity change, negative = inhibition, most hits filed as inhibitors; 1% of 220,000 active; AID 1461, 2008; also: % is scaled to controls: 0 for no effect and ±100 for the full control effect; nearly all actives have a fitted effect of over 50% in size; many of its hits are not listed in these tables
Target sequence (Q6W5P4 whole entry, looked up): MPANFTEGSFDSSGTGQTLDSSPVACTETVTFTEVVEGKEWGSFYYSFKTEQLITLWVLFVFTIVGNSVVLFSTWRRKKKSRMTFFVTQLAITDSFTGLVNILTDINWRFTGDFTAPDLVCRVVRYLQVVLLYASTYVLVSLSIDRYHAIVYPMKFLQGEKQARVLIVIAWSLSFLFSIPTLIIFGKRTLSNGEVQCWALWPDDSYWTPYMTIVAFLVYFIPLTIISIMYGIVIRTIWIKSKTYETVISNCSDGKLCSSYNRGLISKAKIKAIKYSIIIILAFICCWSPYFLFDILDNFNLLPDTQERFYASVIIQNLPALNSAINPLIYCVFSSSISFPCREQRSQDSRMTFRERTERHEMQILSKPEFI
SMN2 splice up: qHTS Assay for Enhancers of SMN2 Splice Variant Expression; HEK293 SMN2-luciferase splicing reporter, luminescence, 30-36 h; Potency, µM (top dose mostly 46.1 µM), without a hit: top-dose activity change, positive = activation, hits mostly activators; 2.8% of 210,000 active; AID 1458, 2008; also: % of control where 0% means no effect; nearly all actives have a fitted effect of over 55% in size
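HEK293 cells carry an SMN2 […]–luciferase reporter in which exon 7 inclusion puts luciferase in frame. Cells were plated 10-12 h before compound addition, then incubated 30-36 h at 37C. ONE-Glo luminescence was read; sodium butyrate at 4.5 mM final served as control.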
KinaseGlo FLuc: Counterscreen for Luciferase (Kinase-Glo TM) Inhibition | Potency, µM (top dose mostly 38.3 µM), for inactives: at the highest dose activity change, negative = inhibition, actives largely listed as inhibitors | Luciferin 4-monooxygenase (Photuris pensylvanica), Q27757 | 0.28% of 200,000 active | Kinase-Glo luciferase, ATP luminescence, 8 min; also: % is scaled to controls: 0 for no effect and ±100 for the full control effect; nearly all actives have a fitted effect of over 60% in size
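Inhibition of Kinase-Glo luciferase light generation was assessed at 10 uM ATP in pH 7.2 imidazole buffer, with luminescence measured after eight minutes at ambient temperature.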
IMPase Li inh: qHTS Assay for Identifying the Cell-Membrane Permeable IMPase Inhibitors: Potentiation with Lithium; 0.35% of 210,000 active; Potency, µM (highest dose often 59.4 µM), for inactives: top-dose activity, negative = IMPase inhibition, actives largely listed as inhibitors; CHO-M1 cells, IP1 TR-FRET (IP-One), carbachol + lithium;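 also: IP1 builds up when IMPase is blocked and the TR-FRET signal falls; plate controls were basal vehicle for no effect and high inhibitor control for full effect; nearly all actives have a fitted effect of over 50% in size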
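Test compounds were applied to CHO-M1 cells previously cultured for 16–30 h at 2000 per well. A small lithium amount accompanied them; after 30 min at 37C, IP1 was quantified by TR-FRET.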
GoLoco inh red: qHTS Assay for Inhibitors of RGS12 GoLoco Motif Activity (Red Fluorophore) | 0.44% of 230,000 active | Potency, µM (titrated, usually from 61.6 µM), without a hit: at the highest dose activity, negative = inhibition, most hits filed as inhibitors | Gai1:RGS12 GoLoco peptide FP, rhodamine, 10 min | Guanine nucleotide-binding protein G(i) subunit alpha-1 (Homo sapiens), P63096; active = well fitted inhibition curve with a large enough effect, not every such curve was filed as active; inactive = no such curve, though single readings can be large or run the other way; also: % is scaled to controls: 0 for no effect and ±100 for the full control effect; nearly all actives have a fitted effect of over 30% in size; many of its hits are not listed in these tables
Target sequence (P63096 whole entry, looked up): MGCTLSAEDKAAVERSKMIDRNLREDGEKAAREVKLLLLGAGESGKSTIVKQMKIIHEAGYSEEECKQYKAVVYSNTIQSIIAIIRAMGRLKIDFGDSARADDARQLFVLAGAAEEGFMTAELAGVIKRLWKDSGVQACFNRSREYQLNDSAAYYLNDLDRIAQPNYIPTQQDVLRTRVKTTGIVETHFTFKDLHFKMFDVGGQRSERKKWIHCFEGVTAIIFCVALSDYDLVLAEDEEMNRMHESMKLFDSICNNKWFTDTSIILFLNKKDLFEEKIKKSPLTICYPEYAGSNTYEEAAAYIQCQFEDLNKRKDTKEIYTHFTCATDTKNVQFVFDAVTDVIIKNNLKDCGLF
Epigenetic derep: Quantitative High-Throughput Screen for Regulators of Epigenetic Control. Potency, µM (series often up to 53.9 µM), for the others: at the top dose GFP activation, most hits filed as activators. murine LDR cells, GFP reporter derepression, 30 h. 0.2% of 280,000 active; also: % of control where 0% means no effect; nearly all actives have a fitted effect of over 60% in size
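Readout is the number of GFP-expressing murine LDR cells, counted by cytometry following washing. Cells were treated with compound for 30 h at 37 C; the stably integrated CMV-GFP locus is normally silent.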
KDM4E inh: qHTS Assay for Inhibitors of Human Jumonji Domain Containing 2E (JMJD2E); Lysine-specific demethylase 4E (Homo sapiens), B2RXH2; JMJD2E catalytic domain, FDH-coupled NADH fluorescence (FDH is formaldehyde dehydrogenase); Potency, µM (series often up to 57.1 µM), for inactives: at the top dose activity change, negative = inhibition, actives largely listed as inhibitors; 1.6% of 230,000 active; active = well fitted inhibition curve with a large enough effect, not every such curve was filed as active; inconclusive = small, poorly fitted or top-dose-only effect, or another doubt; inactive = no such curve, though single readings can be large or run the other way;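 also: 0% = wells with enzyme and -100% = buffer wells without enzyme; nearly all actives have a fitted effect of over 50% in size; many of its hits are not listed in these tables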
Target sequence (B2RXH2 1-337 limits assumed): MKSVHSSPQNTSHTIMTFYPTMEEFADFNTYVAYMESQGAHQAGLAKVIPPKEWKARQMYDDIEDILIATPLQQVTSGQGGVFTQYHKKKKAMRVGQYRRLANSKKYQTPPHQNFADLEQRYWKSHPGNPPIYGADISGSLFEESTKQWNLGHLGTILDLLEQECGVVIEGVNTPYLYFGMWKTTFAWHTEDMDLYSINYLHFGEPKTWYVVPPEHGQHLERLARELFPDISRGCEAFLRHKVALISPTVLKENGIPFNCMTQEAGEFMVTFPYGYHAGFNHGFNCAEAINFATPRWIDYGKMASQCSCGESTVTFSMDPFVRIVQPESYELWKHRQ
Active calls of the source: *; i = inactive; ? = inconclusive; nt = not tested or not shown; [ ] = remark or other dose. Unless noted, calls follow the shape of the dose curve; as a rule, active = well fitted curve in the direction sought with a large enough effect; inconclusive = small, poorly fitted or top-dose-only effect, or another doubt; inactive = no such curve, though single readings can be large; an effect the other way counts as inactive or inconclusive. Potency is read from the fitted curve at half-maximal effect. The list is partial. The share of hits here may be higher or lower than overall.

structure | RECQ1 helicase | NPSR antagonist | SMN2 splice up | KinaseGlo FLuc | IMPase Li inh | GoLoco inh red | Epigenetic derep | KDM4E inh
O=C(NNC(=O)c1ccc(-c2ccccc2)cc1)c1ccccc1 | -11% | -1%[46.1 µM] | nt | nt | nt | nt | -0.9% | -1%
CCOC(=S)SCc1cn2ccc(C)cc2n1 | 1% | -4% | -31%[inhibitor] | -3% | 7% | 30%[activator] | -2.5% | ?
CCCNC(=O)c1cc2c(C(F)(F)F)nn(C)c2s1 | -7% | 0%[46.1 µM] | -23% | -4% | -13%[38.3 µM] | -1% | -2.3% | -6%
O=c1c(Cl)c(NCCO)cnn1-c1cccc(Cl)c1 | -6% | 11% | ? | 3% | 2% | 13% | -1.5% | 1%
O=C(/C=C/Nc1ccccc1)c1cnc(-c2ccccc2)s1 | i | -24%[46.1 µM] | -22% | -1% | -1%[38.3 µM] | 1% | 0.0% | 22%
COc1ccc(N(Cc2ccccc2)S(=O)(=O)c2cccc(C(=O)O)c2)cc1 | i | 17% | nt | nt | nt | 16% | -2.0% | 0%
COCCCNc1nc2nonc2nc1N1CCN(Cc2cccc(C)c2)CC1 | i | 52% | nt | nt | -1% | 12% | -1.2% | ?
CN(Cc1c(F)cccc1Cl)C(=O)c1cc2ccccc2o1 | -18% | -26% | 9% | 4% | 11% | 7% | 1.2% | -18%
CC1CCN(C(c2ccc(N(C)C)cc2)c2nnnn2Cc2ccccc2)CC1 (stereo not given) | -11% | ? | 4% | 2% | -1%[38.3 µM] | -3% | 2.0% | 3%
CCOC(=O)c1ccc(NC(=O)N2CCOCC2)cc1 | -9% | 9% | ? | -5% | 12% | -3% | -5.2% | -13%

Next section.
structure | RECQ1 helicase | NPSR antagonist | SMN2 splice up | KinaseGlo FLuc | IMPase Li inh | GoLoco inh red | Epigenetic derep | KDM4E inh
Cc1ccc(NC(=O)CN2CCCCCC2)cc1[N+](=O)[O-] | -3% | 0% | 26% | -2% | 16% | 1% | -2.7% | 7%
Cc1ccc(-c2csc(NC(=O)CSC3=NCCS3)n2)cc1 | -14% | ? | 19% | -3% | 13% | 12% | -1.2% | -2%
Cc1cc(-c2ccccc2)nc(=O)[nH]1 | 0% | 2%[46.1 µM] | -14% | 4% | 0%[38.3 µM] | -7% | -0.4% | -6%
Cc1ccc(NC(=O)CN(C)C(=O)CSc2nc(C)cs2)cc1 | -1% | 1% | -21% | -1% | -6% | 4% | 3.7% | 3%
CCOC(=O)N1CCN(C(=O)c2cccc(NC(=O)c3ccco3)c2)CC1 | -8% | 0%[46.1 µM] | 24% | -1% | 12%[38.3 µM] | -1% | 0.0% | 4%
CCOC(=O)c1c(C)[nH]c(C)c1C(=O)CSc1nc2ccccc2c(=O)n1-c1ccccc1C | -10% | -30% | -11% | -2% | 13% | 10% | -1.3% | -4%
O=C(Nc1nn(Cc2ccccc2F)cc1Br)c1cccs1 | i | -10%[46.1 µM] | 7% | 2% | 18%[38.3 µM] | -8% | 0.0% | 3%
CCN(C(=O)COC(=O)/C=C/c1cnc2ccccc2n1)C1CCS(=O)(=O)C1 (stereo not given) | -9% | 7% | 7% | -9% | 3% | 17% | -0.2% | -11%
CN(C)S(=O)(=O)c1ccc(NC(=O)COC(=O)C2COc3ccccc3O2)cc1 (stereo not given) | i | 5% | 13% | 0% | 2% | 7% | -2.3% | 7%
CCn1c(SCc2ccc(C(=O)Nc3nccs3)cc2)nnc1-c1ccc(N)cc1 | 1% | -10%[46.1 µM] | 15% | -5% | 9%[38.3 µM] | 9% | -1.0% | 4%

Next records follow.
structure | RECQ1 helicase | NPSR antagonist | SMN2 splice up | KinaseGlo FLuc | IMPase Li inh | GoLoco inh red | Epigenetic derep | KDM4E inh
O=C(Nc1ccc(COc2ccccc2)cc1)Oc1ccccc1N1CCOCC1 | -12% | -15% | nt | nt | nt | 15% | 0.0% | 7%
CCCCC(=O)Nc1cc(C)c(NC(=O)c2cccs2)cn1 | i | -6% | nt | 1% | -3% | 14% | -0.1% | 16%
O=C(CSc1ccccn1)NCc1ccc2c(c1)OCO2 | i | 14% | nt | nt | 0% | -5% | -1.2% | 4%
O=C(c1cnn2c1NC(c1ccc(Br)cc1)CC2C(F)(F)F)N1CCN2CCCC2C1 (stereo not given) | i | -8%[46.1 µM] | 0% | 0% | 3%[38.3 µM] | 7% | -6.3% | -7%
Cc1ccc(NC(=O)CCC(=O)NNC(=O)c2cccc([N+](=O)[O-])c2)cc1C | -9% | -7%[46.1 µM] | -22% | 4% | 0% | -1% | -0.9% | 10%
O=C(COc1ccc(Cl)cc1Cl)NC(=O)N1CCCCC1 | -3% | -5%[46.1 µM] | 2.2µM* | -8% | 24%[38.3 µM] | 4% | -1.1% | -3%
C/C=C(/C)C(=O)Nc1cccc(C2=NOC3(C2)C[C@@H](C(N)=O)N(C(=O)CCCCC)C3)c1 (stereo not given in full) | i | 22% | nt | nt | nt | 0% | -1.2% | 11%
COc1ccc(C(=O)C2CN(c3ccccc3)CC2c2ccc(Cl)cc2)cc1 (stereo not given) | 3% | -22%[46.1 µM] | -24% | -2% | 7%[38.3 µM] | -12% | -1.1% | -21%
COc1ccc(-c2noc(CCCC(=O)Nc3ccc(C(N)=O)cc3)n2)cc1OC | i | -32% | nt | nt | nt | -13% | -1.6% | 11%
COc1ccccc1N(CC(=O)NC1CCCC1)C(=O)CCC(=O)Nc1cc(C)on1 | 0% | -8%[46.1 µM] | 7% | 1% | 6% | 2% | -2.2% | -2%

Molecules from the list above that have fluorine (4):
structure | RECQ1 helicase | NPSR antagonist | SMN2 splice up | KinaseGlo FLuc | IMPase Li inh | GoLoco inh red | Epigenetic derep | KDM4E inh
CCCNC(=O)c1cc2c(C(F)(F)F)nn(C)c2s1 | -7% | 0%[46.1 µM] | -23% | -4% | -13%[38.3 µM] | -1% | -2.3% | -6%
CN(Cc1c(F)cccc1Cl)C(=O)c1cc2ccccc2o1 | -18% | -26% | 9% | 4% | 11% | 7% | 1.2% | -18%
O=C(Nc1nn(Cc2ccccc2F)cc1Br)c1cccs1 | i | -10%[46.1 µM] | 7% | 2% | 18%[38.3 µM] | -8% | 0.0% | 3%
O=C(c1cnn2c1NC(c1ccc(Br)cc1)CC2C(F)(F)F)N1CCN2CCCC2C1 (stereo not given) | i | -8%[46.1 µM] | 0% | 0% | 3%[38.3 µM] | 7% | -6.3% | -7%

(more compounds)
structure | RECQ1 helicase | NPSR antagonist | SMN2 splice up | KinaseGlo FLuc | IMPase Li inh | GoLoco inh red | Epigenetic derep | KDM4E inh
CCOC(=O)C(NC(=O)c1ccc(OC)cc1)(OCC1(CC)COC1)C(F)(F)F (stereo not given) | -13% | -3%[46.1 µM] | 6% | 0% | 4%[38.3 µM] | -4% | 4.9% | 0%
O=C(Nc1ccccc1)N1CCCN(Cc2ccccc2F)C1 | -8% | -2%[46.1 µM] | 11% | -4% | 5%[38.3 µM] | 7% | -0.9% | 143%[activator]
COc1ccccc1/C=N/NC(=O)CCSc1ccccc1 | -15% | 14% | -8%[1.84 µM] | 2% | 11% | 1% | 0.0% | 0%
Cc1ccc(CNC(=O)COC(=O)c2cncc(Br)c2)cc1 | -9% | 0% | 14% | 3% | 7% | 5% | 3.4% | 1%
COc1ccc(C(=O)NCC(=O)OCC(=O)N2CCC(C)CC2)cc1OC | -8% | 3% | 0% | -8% | 2% | 11% | -0.1% | -5%
O=C(CCN1C(=O)C2CC=C(Cl)CC2C1=O)NCc1ccccc1 (stereo not given) | i | -5%[46.1 µM] | 1% | 0% | 9% | 6% | 0.0% | 3%
Cc1c(C(=O)O)oc2c(F)cccc12 | -1% | 1% | 7% | 3% | -2% | 0% | 0.4% | 2%
COc1ccc(CN2C=C3C(=O)C(C)(OC(=O)C4CCCC4)C(=O)C=C3C=C2c2ccsc2)cc1 (stereo not given) | 6%[11.5 µM] | -22% | 0%[9.22 µM] | -6%[7.66 µM] | -6% | 16%[14.2 µM] | 1.4% | ?
CCCc1n[nH]c2c1/C(=N\O)CCC2 | -2% | 22%[46.1 µM] | -7% | 0% | 2%[38.3 µM] | -13% | -1.0% | 4%
S=c1nc(-c2ccc(Cl)cc2)[nH][nH]1 | -14% | -3% | nt | nt | nt | 1% | -0.3% | ?

(next part)
structure | RECQ1 helicase | NPSR antagonist | SMN2 splice up | KinaseGlo FLuc | IMPase Li inh | GoLoco inh red | Epigenetic derep | KDM4E inh
COc1ccc(NC(=O)c2cc(-c3cc(C)ccc3O)n[nH]2)cc1Cl | -10% | 0%[46.1 µM] | -7% | -1% | -2%[38.3 µM] | -6% | 1.8% | -7%
CC(=O)NC1C(OCc2ccccc2)OC(CO)C(OC(C)=O)C1OC(C)=O (stereo not given) | 0% | 24% | 2% | 0% | -1% | 8% | -1.0% | 3%
COc1cc(C(=S)N2CCOCC2)ccc1O | -4% | -25% | nt | -2% | 8% | -12% | -1.0% | 0%
Cc1cc([N+](=O)[O-])ccc1NC(=O)C(C)N1CCN(c2ccccn2)CC1 (stereo not given) | -3% | 24% | nt | -6% | 19% | 12% | -1.4% | 4%
Cc1csc2ncc(C(=O)NCc3ccco3)c(=O)n12 | ? | 1%[46.1 µM] | -1% | 1% | -2% | 2% | -0.8% | ?
CCCC(=O)Nc1ccc(-c2ccc(NC(=O)CCC)cc2)cc1 | -11% | 6% | -18% | 0% | 5% | -2% | 0.0% | -2%
CN(C)S(=O)(=O)c1ccc2oc(SCC(=O)NCC(F)(F)F)nc2c1 | 4% | 0%[46.1 µM] | 1% | 2% | 0%[38.3 µM] | -15% | 3.2% | 2%
Cc1cn(C(=O)C(C)N2C(=O)c3ccccc3C2=O)c(C)n1 (stereo not given) | -5% | -15%[46.1 µM] | 5% | -3% | 22%[38.3 µM] | 0% | -1.8% | -6%
Cc1c(NS(=O)(=O)c2cccc(C(=O)NCc3ccncc3)c2)c(=O)n(-c2ccccc2)n1C | -4% | -6%[46.1 µM] | 13% | -2% | 12%[38.3 µM] | -1% | 2.1% | -4%
CC(C)c1nc(Cl)c(C#N)c2c1COC(C)(C)C2 | -5% | 15%[7.67 µM] | nt | nt | nt | 7% | -0.3% | -1%
